Screening data from PubChem.
CCR6 antagonist = blocks CCL20-driven beta-arrestin recruitment at human CCR6; P51684; AID 493098; CHO-K1 CCR6 PathHunter beta-arrestin, luminescence, CCL20-stimulated; 340,000 tested, 0.49% active; inhibition, % at 20 µM;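 active means compounds whose inhibition of the agonist-driven luminescence signal at 20 µM reaches about 50%, limit read from the data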;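 further: cells stimulated with CCL20 at 14 nM final; plate controls were DMSO with CCL20 for no effect and DMSO without agonist for full effect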
CXCR6 block = blocks human CXCR6 beta-arrestin recruitment; O00574; CHO-K1 PathHunter CXCR6 beta-arrestin, luminescence; inhibition, % at 20 µM; 360,000 tested, 0.36% active; in the data active means inhibition above about 34%, passing the limit was not always enough;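 further: antagonist mode with CXCL16 agonist at 10 nM final; 0% = 10 nM CXCL16 with DMSO and 100% = unstimulated wells without agonist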
Target sequence (O00574 whole entry, looked up): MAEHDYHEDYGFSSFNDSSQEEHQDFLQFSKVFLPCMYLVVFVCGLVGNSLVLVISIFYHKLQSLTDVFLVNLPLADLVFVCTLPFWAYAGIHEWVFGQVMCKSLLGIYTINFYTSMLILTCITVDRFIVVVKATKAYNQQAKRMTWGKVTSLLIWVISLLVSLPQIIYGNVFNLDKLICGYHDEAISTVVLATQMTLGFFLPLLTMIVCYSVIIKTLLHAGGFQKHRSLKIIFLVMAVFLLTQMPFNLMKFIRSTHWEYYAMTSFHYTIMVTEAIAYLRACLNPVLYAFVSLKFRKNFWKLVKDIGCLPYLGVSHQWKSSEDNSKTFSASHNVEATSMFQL
A3G deaminase = inhibitors of human APOBEC3G DNA deaminase. 330,000 tested, 0.28% active. AID 493012. recombinant A3G, ssDNA deamination FAM/TAMRA fluorescence. inhibition, % at 20 µM. Q9HC16;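 active means inhibition of at least 40% at 20 µM, with no more than 30% in the related APOBEC3A deaminase screen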;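 further: plate controls were DMSO wells with A3G for no effect and wells lacking A3G enzyme for full effect; some compounds called inactive have numbers as strong as hits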
Gli-Sufu block = blocks Gli-Sufu signaling in a luciferase reporter; Sufu-KO-LIGHT fibroblasts, Gli luciferase reporter luminescence; inhibition, % at 5 µM; 340,000 tested, 0.74% active;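 active means inhibition above about 55%, limit read from the data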;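 further: 0% = DMSO-treated cells and 100% = wells with medium but no cells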
NR3A LBD binder = NR3A (human) ligand-binding domain modulation | 340,000 tested, 2.5% active | NR3A LBD differential scanning fluorimetry, Tm shift; 0% = protein alone, 100% = glycine-bound protein | AID 1259313 | Tm shift relative to glycine control, % at 25 µM;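 active means melting temperature shift of at least 10% of the positive control shift, at one fixed dose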
EBI2 block = antagonists of human EBI2 receptor; EBI2 beta-arrestin recruitment, luminescence, 7a,25-OHC stimulated; inhibition, % at 5 µM; 360,000 tested, 0.81% active; P32249; in the data active means inhibition above about 38%;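 further: enzyme fragment complementation signal reports receptor beta-arrestin coupling in cells; 0% = agonist plus DMSO wells and 100% = wells without agonist; some results beyond the cut were filed as inactive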
Target sequence (P32249 whole entry, looked up, the tested form may be a part): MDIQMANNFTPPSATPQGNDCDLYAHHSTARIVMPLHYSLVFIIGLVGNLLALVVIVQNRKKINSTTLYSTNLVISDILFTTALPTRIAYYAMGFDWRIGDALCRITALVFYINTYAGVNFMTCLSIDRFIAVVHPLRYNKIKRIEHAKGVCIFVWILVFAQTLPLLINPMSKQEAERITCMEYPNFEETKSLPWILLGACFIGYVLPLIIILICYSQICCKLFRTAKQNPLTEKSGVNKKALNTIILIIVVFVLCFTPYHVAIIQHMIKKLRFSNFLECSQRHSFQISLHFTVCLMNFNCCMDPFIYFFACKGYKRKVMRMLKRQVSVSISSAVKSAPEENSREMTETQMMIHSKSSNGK
MPTP inh = blocks calcium-induced mitochondrial swelling | 360,000 tested, 1.4% active | isolated mouse mitochondria, Ca2+ swelling absorbance, 30 min | inhibition, % at 10 µM | AID 602449;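 active means inhibition of 50% or more, scaled per plate between neutral and stimulator controls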;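 further: 0% = DMSO wells given calcium and 100% = 1 mM EGTA wells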
A3A deaminase = human APOBEC3A DNA deaminase inhibition | P31941 | recombinant A3A, FAM/TAMRA ssDNA deamination fluorescence | inhibition, % at 20 µM | 330,000 tested, 0.41% active;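 active means at least 40% inhibition at 20 µM here, with at most 30% in a related deaminase screen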;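 further: plate controls were A3A with DMSO for no effect and wells lacking A3A enzyme for full effect; some results filed as inactive read as strong as hits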
Target sequence (P31941 whole entry, looked up): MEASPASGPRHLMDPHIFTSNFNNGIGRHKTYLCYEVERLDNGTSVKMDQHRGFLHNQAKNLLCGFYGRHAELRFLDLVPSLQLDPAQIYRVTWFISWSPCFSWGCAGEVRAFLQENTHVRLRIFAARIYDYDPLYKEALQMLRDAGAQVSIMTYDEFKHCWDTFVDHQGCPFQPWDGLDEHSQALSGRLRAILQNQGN
Starred values were filed as active, the others as inactive; / = no result given; & = joins results of further samples.

item	Structure	CXCR6 block	A3G deaminase	MPTP inh	EBI2 block	A3A deaminase	CCR6 antagonist	Gli-Sufu block	NR3A LBD binder
1	Cc1nc2cc(C(F)(F)F)ccc2n1C1CCN(Cc2nnnn2Cc2ccc3c(c2)OCO3)CC1	-17	-3	1.3	32	-2	-8	21	-20
2	CCCCCCCCn1sccc1=O	99*	-18	-6.1	61*	-1	105*	33	3
3	CN1CCN(c2ccc(C=O)cc2)CC1	-2	0	0.7	-15	3	1	26	-4
4	COc1ccc(N2C(=O)NC(=O)/C(=C\c3cn(CC(=O)N4CCOCC4)c4ccccc34)C2=O)c(OC)c1	10	0	1.1	-4	-2	8	11	0
5	Cc1ccc(-n2c(-c3ccc([N+](=O)[O-])cc3)nc3ccccc3c2=O)cc1	0	2	0.8	1	-6	7	-14	1
6	CC1(C)CN=C(Nc2nc3ccccc3s2)S1	32	-4	-1.8	-12	-2	26	-97	-7
7	O=c1[nH]c(=O)n(Cc2ccc(F)cc2)c(O)c1C=NCCN1CCCCC1	5	-7	0.4	-5	-4	9	3	20*
8	COc1ccccc1C=C1C(=O)NC(=S)NC1=O	-4	/	-0.6	-5	/	-7	-7	1
9	CNC(C(=O)c1ccccc1)C(OC(C)=O)c1cccc([N+](=O)[O-])c1 (centres undefined)	-7	-5	1.5	6	-5	2	1	-3
10	CC1CCCC(NC(=O)COC(=O)Cc2ccccc2)C1C (centres undefined)	-4	-6	4.7	6	1	-9	9	-2
11	C[C@]12CC[C@H](OS(=O)(=O)O)CC1=CC[C@@H]1[C@@H]2CC[C@]2(C)C(=O)CC[C@@H]12	-8&1&-4	-4&-6	-1.3&1.6&-1.3	-4&-2&1	-4&-4	7&3&0	-8&-5&-6	-1&-1&-2
12	C1CCC(NC2CCCCC2)CC1	-3	-7	1.0	0	-2	-8	-12	-1
13	O=C(CN1CC=C(c2ccccc2)CC1)NC(=O)NCc1ccco1	-3	6	1.2	-6	5	-1	4	1
14	CCOC(=O)C1C2NC(=O)N(Cc3ccccc3)C1(C)Oc1c(OC)cccc12 (centres undefined)	-1	-2	-1.3	-5	2	1	3	-1
15	CO[C@H]1C=C2CCN(C)[C@H]2C2c3cc4c(cc3C(=O)O[C@@H]21)OCO4 (some centres undefined)	-7	3	0.0	-9	3	3	-6	0
16	Cc1ccc(C(=O)N2CC2C)cc1 (centres undefined)	-2	/	0.2	-3	/	7	10	0
17	CN1CC[C@@]23CCCC[C@@H]2[C@@H]1Cc1ccc(O)cc13	1	1	-0.8	0	2	-6	16	-2
18	COC(=O)C1=C(c2ccc(Cl)c(C(F)(F)F)c2)C[C@@H]2CC[C@H]1N2C(=O)NCCOc1ccccc1Cl	11	-2	-2.0	16	1	17	26	-17
19	C[C@]12CCC3C(CC[C@H]4C[C@H](O)CC[C@]34C)C1[C@@H](O)C[C@@H]2O (some centres undefined)	5	-9	-0.8	6	-2	-3	0	0
20	O=c1cccc2n1CC1CC2CN(S(=O)(=O)c2ccccc2)C1 (centres undefined)	2	-2	0.1	-6	1	15	2	5
21	CCOC(=O)c1c(C=O)c2ccccc2n1Cc1ccccc1F	7	-2	0.4	0	0	7	/	-1
22	C(#CCN1CCCC1)CN1CCCC1	-6	-7	-1.7	-9	-5	-2	-6	-2
23	CC(C)n1c(=O)c(C=Nc2ccc(Br)cc2)c(O)n(Cc2ccco2)c1=O	2	-5	2.7	5	-3	21	-4	1
24	O=C(c1ccc(Cl)cc1)C1CCCN(Cc2cccc3cnccc23)C1 (centres undefined)	-10	-3	40	4	0	2	12	-1
25	Nc1c(Br)cc([N+](=O)[O-])cc1[N+](=O)[O-]	-9	-6	-2.2	-14	3	-10	-16	3
26	CC(=O)O[C@H]1CC[C@@]2(C)C(=CC(=O)C3C2CC[C@@]2(C)C3C[C@H](OC(C)=O)[C@@H]2OC(C)=O)C1 (some centres undefined)	-1	-6	0.3	-1	-4	-9	7	-4
27	CCOC(=O)C1(CCOc2ccccc2)CCN(C2Cc3ccccc3C2)CC1	-7	-10	3.7	8	-3	8	32	-2
28	COC(=O)Cn1cc(C=C2C(=O)NC(=O)NC2=O)c2ccccc21	-19	-8	-0.4	-30	-4	3	0	1
29	CN(C)C=C1C(=O)N(C2CCCCC2)C(=O)N(C2CCCCC2)C1=O	-3	-10	0.4	-5	-8	1	-1	0
30	CCOc1ccccc1CN1CCCC(C(=O)c2cc(F)ccc2F)C1 (centres undefined)	4	-6	0.9	3	0	11	24	-1
31	CC(C(N)=O)N1CC(c2ccccc2)CC1=O (centres undefined)	-1	11	1.6	2	3	17	12	0
32	CCC(CC)C1C(C#N)=C(N)Oc2c1c(=O)oc1ccccc21 (centres undefined)	10	-3	0.3	5	-4	10	1	-4
33	O=C1NC(=S)N(c2ccccc2)C(=O)C1C(c1ccncc1)C1C(=O)NC(=S)N(c2ccccc2)C1=O (centres undefined)	14	-10	-1.7	0	-3	23	2	1
34	COc1cc(C(=O)Nc2ccc(Br)cc2C(=O)c2ccccc2)cc(OC)c1OC	4	0	-2.6	7	-1	-9	7	1
35	CNP(=S)(NC)OCCOc1ccc(OC)cc1	-1	8	-1.0	6	7	-10	-3	1
36	CC(=O)Nc1ccc(N=Cc2c(O)n(Cc3ccco3)c(=O)[nH]c2=O)cc1	-3	8	2.9	-4	4	2	19	-1
37	CC(C)(C)P(=O)(c1ccncc1)N1CCCC1 (centres undefined)	-5	-2	-1.7	1	-1	-4	-3	2
38	CCOP(=O)(OCC)OCC	4	-10	0.3	-4	0	-3	5	0
39	O=c1[nH]c(=O)n(Cc2ccccc2)c(O)c1/C=C1\C=Nc2ccccc21	3	-11	3.1	-13	-8	10	-12	10*
40	CC(=NCc1ccc2c(c1)OCO2)c1c(O)n(C)c(=O)n(C)c1=O	0	0	4.6	-6	-1	-2	7	-1
41	Cn1c(O)c(C=Nc2ccc(Br)cc2)c(=O)n(C)c1=O	3	11	-0.7	9	1	0	-20	0
42	CN1CCC(O)(c2ccccc2)C2CCCC21 (centres undefined)	10	-3	-1.5	-1	-4	28	0	-1
43	Cc1cc(O)c2c(C)c(CC(=O)N3C[C@H]4C[C@@H](C3)c3cccc(=O)n3C4)c(=O)oc2c1	11	-1	0.7	1	1	5	-8	1
44	Cc1cccc(NC(=O)N2CC3CC(C2)c2cccc(=O)n2C3)c1 (centres undefined)	0	-3	-0.1	0	-2	-2	4	-1
45	CC12CCC3C(CCC4CC(=O)C(C(O)C(F)(F)F)CC43C)C1CCC2O (centres undefined)	-2	/	1.5	-9	/	11	10	-1
46	Clc1cccc(C2NCCc3[nH]cnc32)c1 (centres undefined)	-19	-9	-2.3	-11	0	2	1	-1
47	C[C@]12CCC3C(CC[C@H]4C[C@@H](O)CC[C@]34C)C1CCC2=O (some centres undefined)	-8	-3	1.4	-5	2	-4	17	0
48	O=C1NC(=O)N(c2ccccc2)C(=O)/C1=C/C=C/c1ccco1	9	3	1.1	-1	11	22	-1	-2
49	CN(CCc1ccccc1)Cc1ccccc1[N+](=O)[O-]	6	1	-1.2	5	3	15	5	1
50	O=C(NCCN1CCOCC1)c1ccc(Cl)nc1	-2	-1	0.9	-16	-1	3	-24	0
51	COc1cc(C2NCc3ccccc3-n3cccc32)ccc1O (centres undefined)	-6	-4	1.5	9	0	7	-4	1
52	O=C(c1cccc(C(F)(F)F)c1)C1CCCN(Cc2ncc[nH]2)C1 (centres undefined)	-1	-5	-0.8	0	-1	2	10	0
53	COc1cccc(-n2c(O)c(C=Nc3c(C)n(C)n(-c4ccccc4)c3=O)c(=O)[nH]c2=O)c1	-13	-6	-0.1	-11	-6	9	-1	-1
54	O/N=C1\CCC2CN(C3CCCCC3)CC2C1 (centres undefined)	-5	-6	-1.0	5	-2	-6	12	1
55	CCOc1ccc(Br)c(C2(O)CC(C)N(C)CC2C)c1 (centres undefined)	-4	-6	-0.4	-14	-2	16	15	-1
56	COC(=O)C1=C(c2ccc(C(C)=O)cc2)C[C@@H]2CC[C@H]1N2C(=O)N1CCCCC1	-3	-2	-0.7	-5	1	11	7	-2
57	FC(F)(F)c1cccc(C2NCc3ccccc3-n3cccc32)c1 (centres undefined)	6	-5	1.9	8	-1	15	-5	1
58	O=C(c1ccccc1)C(CN1CCCC1)c1ccccc1 (centres undefined)	7	/	-0.7	-55	/	8	5	1
59	O=S(=O)(c1ccccc1)N1CN2CCN(C2)C1	0	0	1.7	1	-1	-3	-16	1
60	CCC(C)N=Cc1c(O)n(-c2ccccc2)c(=O)[nH]c1=O (centres undefined)	-7	16	-2.0	-4	0	1	1	-4

Further results follow.
item	Structure	CXCR6 block	A3G deaminase	MPTP inh	EBI2 block	A3A deaminase	CCR6 antagonist	Gli-Sufu block	NR3A LBD binder
61	CCOC(=O)c1c(C)n(C(C)C)c2ccc(OC)cc12	0	-4	1.1	1	0	20	-2	0
62	Fc1ccc2c(c1)nnn2C1CCN(Cc2nnnn2C2CCCCC2)CC1	4	-3	-0.3	-2	-2	2	12	-1
63	O=c1[nH]c(=O)n(-c2ccc(Cl)cc2)c(O)c1C=NCCN1CCCCC1	5	-6	0.1	-9	-3	5	0	0
64	Cc1ccsc1/C=C1\C(=O)NC(=S)N(C)C1=O	7	8	9.1	-3	3	13	26	-3
65	C=CCNC(=O)c1c(N)n(CCN2CCOCC2)c2nc3ccccc3nc12	1	-7	-1.1	9	-3	-7	-2	1
66	CCOC(=O)c1c(C)n(Cc2ccco2)c2c1cc(O)c1ccccc12	-4	-1	8.2	-7	2	6	9	-6
67	CN1CCN(Cc2cn3cccnc3n2)CC1	-13	-5	-0.5	-10	-4	10	0	0
68	Cn1cc([N+](=O)[O-])c(C(=O)Nc2ccc3c(C(F)(F)F)cc(=O)oc3c2)n1	-4	-7	-1.7	-19	-1	15	6	0
69	CCC(=O)Nc1ccccc1	-5	-6	-1.0	-4	-4	10	-1	-1
70	CCOP(=O)(OCC)C(O)c1ccc(OC)c(OC)c1 (centres undefined)	-8	0	-1.3	-5	2	21	-1	-2
71	Cc1ccc(S(=O)(=O)N2CCCC(C(=O)N3CCC4(CC3)OCCO4)C2)cc1 (centres undefined)	-6	-6	-0.1	2	-2	-6	6	-3
72	CCc1ccc(N2C(=O)NC(=O)/C(=C/c3cccn3CCOc3ccc(C(C)CC)cc3)C2=O)cc1 (centres undefined)	-4	3	-6.3	31	1	32	-29	1
73	CCOP(=O)(C(NC(=O)c1ccccc1Cl)=C(Cl)Cl)c1ccccc1 (centres undefined)	0	-3	0.9	-6	-5	-11	6	-4
74	COCCCn1c(-c2ccc(OC)cc2)cc(C(=O)NC2CCCCCCC2)c1C	21	-1	9.7	42	-1	27	8	-4
75	CN1C(=O)N(C)C(=O)C2(Cc3ccccc3N3CCOCC32)C1=O (centres undefined)	-14	0	-1.1	-6	1	0	0	0
76	COc1ccc(N2C(=O)NC(=O)/C(=C\c3cn(C)c4ccccc34)C2=O)cc1	8	-5	0.6	20	-3	16	-14	4
77	O=C1CC(=O)N(Cc2ccccc2)C(=O)N1	-7	/	-1.8	-10	/	-13	-6	0
78	COC(=O)Cn1cc(C=C2C(=O)N(C)C(=O)N(C)C2=O)c2ccccc21	/	-1	/	/	-6	0	-2	0
79	CCC(=O)OC1(c2cccc(C)c2)CC(C)N(C)CC1C (centres undefined)	4	-2	0.7	-5	3	-19	-143	-1
80	COc1ccc(-n2c(O)c(C(C)=NCc3ccco3)c(=O)[nH]c2=O)cc1	-1	-5	-0.3	-4	-2	4	-12	-1
81	Cc1cccc(C)c1OC(=O)Cc1ccccc1	-9	-1	1.7	6	3	15	-9	-1
82	Cc1ccc(S(=O)(=O)c2nc(-c3ccccc3Cl)oc2N(C)C2CCN(C)CC2)cc1	4	-5	3.1	-9	0	21	19	2
83	c1ccc2[nH]c(CCNC3CCCCC3)nc2c1	-5	0	0.4	-1	4	6	8	3

The list is partial (hit frequency here may not be typical).
